# Compound activity as filed in PubChem BioAssay.
# UTI89 phage lysis: inhibition of K1F phage lysis, E. coli UTI89, bacterial capsule biogenesis inhibitors, alamar blue (AID 488966); inhibition, % at 100 µM; hits with a dose series show IC50 in µM; E. coli UTI89 K1F phage lysis, alamar blue, 2 h; higher % means a stronger effect; hit rate 0.02% among 340,000;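 active means phage lysis inhibition, versus mean bacterial control, above a set limit; inconclusive means no clear call, values can overlap the other calls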;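 further: capsule biogenesis inhibitors block K1F phage lysis so surviving cells raise fluorescence; higher fluorescence means more inhibition of phage lysis; actives were called in the ten point dose series up to 300 µM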
# CSM14.1 death rescue: rescue of cells from ER stress-induced death, primary screen, 384-well, CSM14.1, thapsigargin, ATP luminescence (AID 1222); 190,000 tested, under 10 active; one-dose cellular ATP content (survival), % at 20 µM; EC50 in µM for titrated hits; CSM14.1 thapsigargin-induced death rescue, ATP luminescence; higher % means a stronger effect;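 active means EC50 below 50 µM in the dose-response confirmation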;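 further: death triggered by thapsigargin at about 15 µM added after 2 h compound pretreatment; cell ATP read after overnight thapsigargin exposure of roughly 18 to 22 hours; normalized against plate controls of thapsigargin alone and 5% DMSO vehicle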
# MT stabilize HCS: microtubule stabilization, imaging screen. HeLa tubulin immunostaining HCS, 24 h; share of cells brighter than vehicle mean+2SD. % tubulin-high responders, % at 10 µM. hit rate 0.83% among 200,000. AID 2205;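 active means plate Z-score above 3 for both tubulin-high and condensed-nucleus cell shares, with cell loss under 80%, at 10 µM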;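 further: anti alpha tubulin signal scored within the nucleus-defined area of each cell; some results filed as inactive read as strong as hits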
# M1AAP inhibition: malaria alanyl aminopeptidase activity blockers – biochemical, fluorogenic H-Leu-NHMec substrate, 1536-well (AID 1445); recombinant M1AAP, H-Leu-NHMec fluorogenic kinetic assay; higher % means a stronger effect; inhibition, % at 30 µM; hits with a dose series show IC50 in µM; hit rate 0.42% among 220,000;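 active means primary inhibition above the hit cutoff, then over 50% inhibition at one or more dose response concentrations, cut at about 23% in these data, passing the limit was not always enough; inconclusive means conflicting primary data, or primary hits not chosen for dose response; inactive means low primary inhibition, or under 50% at every dose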;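 further: plate controls were DMSO full reaction for no effect and no enzyme background for full effect; strong numbers were not always called active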
# Dynein cargo inh: dynein cargo transport inhibition | 3617.4 mouse cells, GR-EGFP nuclear translocation imaging; test concentration mostly 20 µM; stimulated with dexamethasone, 1 µM; hits give low values | z-score, hits read low | hit rate 0.47% among 220,000;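 active means plate z-score of nuclear minus cytoplasmic receptor signal below a set negative limit, without overly bright fluorescence or cell loss, cut at about -3.5 in these data, passing the limit was not always enough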;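 further: z-score of nuclear minus cytoplasmic ring GR-EGFP intensity difference per well; some compounds called inactive have numbers as strong as hits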
#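 Buffer or medium: tet-free, stripped-serum medium; reagent: dexamethasone at 1.0 µM final, 30 min; incubation: 48 h induction, 1 h compound, 30 min dex at 37 °C; measured by: formaldehyde fixation, Hoechst nuclear stain, 10x automated fluorescence imaging; read-out: nuclear-to-cytoplasmic GR-EGFP distribution per well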
# b-catenin transl: beta-catenin nuclear translocation modulation | HeLa beta-catenin nuclear translocation, immunofluorescence imaging | nuclear translocation activity, % at 5 µM | hit rate 0.3% among 190,000 | AID 1665;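 active means nuclear translocation activity above 50% at 5 µM, with a well cell count of 50 or more; inconclusive means wells under 50 cells across six images, flagged as toxic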;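 further: per-cell ratio of nuclear to cytoplasmic median beta-catenin stain intensity; plate controls were DMSO negative control for no effect and GSK-3 inhibitor IX positive control for full effect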
#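 Test system: HeLa cells, endogenous beta-catenin; Compound: single 5 µM dose plus 0.02–20 µM confirmation series; Times: compound exposure 24 h at 37°C; Signal: fluorescence imaging of beta-catenin antibody stain plus DAPI; Read-out: % activation, nuclear-to-cytoplasmic median beta-catenin signal ratio per cell.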
# Insulin prom up: MIN6 insulin promoter up-regulation | AID 1625 | MIN6 insulin promoter-GFP reporter, high-content imaging; hits give high values | z-score at 5 µM | hit rate 0.3% among 190,000;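 active means z-score above 3 at 5 µM with at least 500 cells counted in the well; inconclusive means wells under 500 cells, flagged as cytotoxic or low count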
# M17LAP inhibition: P. falciparum M17LAP inhibitors, primary screen, biochemical, fluorogenic H-Leu-NHMec substrate, 1536-well (AID 1619); recombinant M17LAP, H-Leu-NHMec fluorogenic kinetic assay; higher % means a stronger effect; inhibition, % at 30 µM, or IC50 in µM where a hit was titrated; hit rate 0.38% among 220,000;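 active means compound inhibiting the enzyme by more than half at any dose during confirmatory dose-response retesting; inconclusive means strong single-dose inhibitors picked by rank but not retested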;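 further: plate controls were full reaction with DMSO carrier for no effect and no enzyme background for full effect; strong numbers were not always called active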
# Autophagy mod: alters autophagy in cells | MEF GFP-LC3 puncta imaging; test concentration mostly 10 µM | calls only at 10 µM (by protocol) | hit rate 0.98% among 190,000 | AID 463193;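 active means percentage of spot-positive cells more than 3 SD above its plate mean, without a fluorescence outlier flag or 80% toxicity; inconclusive means no clear call, values can overlap the other calls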;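 further: spot-positive cell cutoff set from DMSO-treated cells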
# Dynein cargo inh cytoplasmic EGFP: also measured in Dynein cargo inh; calls as there; z-score; measured here: cytoplasmic GR-EGFP intensity; hits give high values
# Dynein cargo inh nuclear GR-EGFP: recorded beside Dynein cargo inh, whose call it bears; z-score; measured here: nuclear GR-EGFP intensity;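 lower value marks the stronger effect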
# Dynein cargo inh cell count: further read-out of Dynein cargo inh, marked with its call; z-score; measured here: cell count per field
# Insulin prom up cell count: recorded beside Insulin prom up, whose call it bears; cell count; measured here: cytotoxicity, nuclei count;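 total cells summed across four imaged fields per well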
# b-catenin transl cell count 5 µM: recorded beside b-catenin transl, whose call it bears; cell count; measured here: cell count, cytotoxicity flag
# MT stabilize HCS Hoechst-high %: recorded beside MT stabilize HCS, whose call it bears; % Hoechst-high responders; measured here: nuclear condensation Hoechst responders;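 share of cells brighter than vehicle mean plus two SD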
# MT stabilize HCS cytotoxicity %: further read-out of MT stabilize HCS, marked with its call; toxicity, %; measured here: cytotoxicity by cell density;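 0% = mean cell density of plate MIN control wells and 100% = no cells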
# Autophagy mod cell loss 18 h: recorded beside Autophagy mod, whose call it bears; toxicity, %; measured here: cell loss, nuclei count;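 cell loss after 18 h compound exposure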
# * marks the source's active call; other numbers are inactive results; i = inactive; u = inconclusive; x = no result given; [ ] = dose if it differs, or a comment.
smiles	UTI89 phage lysis	CSM14.1 death rescue	MT stabilize HCS	MT stabilize HCS Hoechst-high %	MT stabilize HCS cytotoxicity %	M1AAP inhibition	Dynein cargo inh	Dynein cargo inh cytoplasmic EGFP	Dynein cargo inh nuclear GR-EGFP	Dynein cargo inh cell count	b-catenin transl	b-catenin transl cell count 5 µM	Insulin prom up	Insulin prom up cell count	M17LAP inhibition	Autophagy mod	Autophagy mod cell loss 18 h
Cc1ccc(-c2cc(C(=O)N3CCN(c4ncccn4)CC3)c3ccccc3n2)cc1	3.0%	0.2%	5.0	3.1	0.1	0%	-0.57	-0.32	-0.13	0.42	-3.3	1034	-0.82	1189	8%	i	-14
COc1cc(C(=O)NCC2CCCO2)ccc1OCc1c(C)noc1C (stereo unspecified)	3.4%	-0.9%	2.9	2.0	6.8	3%	0.37	-0.46	0.16	0.4	-7.3	938	0.61	1475	7%	i	-8
CCOC(=O)C1C(=O)C=C(/C=C/c2ccccc2)CC1c1ccc(Cl)cc1 (stereo unspecified)	6.5%	1.6%	2.8	1.7	7.0	6%	0.19	-0.15	0.59	0.23	1.7	1381	-0.03	1428	-4%	i	16
CC(C)OC(=O)CN1C(=O)C(C)(C)Oc2ccc(C(=O)NC(C)(C)C)cc21	0.4%	-2.3%	5.2	2.6	3.9	6%	1.7	-0.25	0.88	-0.69	2.3	1181	0.66	728	2%	i	4
Cc1ccc(-c2nc(C)sc2CC(=O)Nc2nnc(C)s2)cc1	-0.1%	-0.6%	2.1	1.7	8.5	-2%	-0.26	-0.38	-0.68	1.2	-3.0	1091	1.7	1320	6%	i	-1
CCCCn1c(-c2nn(C)c(C)c2Cl)n[nH]c1=S	0.5%	-0.8%	1.7	0.8	1.6	-1%	-0.094	-0.26	-0.69	0.63	-1.0	1447	0.14	1446	-2%	i	-1
O=C(COC(=O)c1c(F)cccc1F)c1ccc[nH]1	x	x	x	x	x	3%	0.37	-0.25	-0.1	-0.29	0.8	1290	-0.68	1257	2%	x	x
Cc1cc(C)c2c(=O)n(CC(=O)N3CCC(N4CCCCC4)CC3)sc2n1	-5.3%	-6.5%	5.1	2.5	11	0%	-4.2*	1.2*	-2.4*	-0.89*	-6.5	1182	0.07	1134	16%	i	11
COc1ccc(CCNC(=O)c2ccc(=O)[nH]c2)cc1	0.1%	-0.9%	1.7	1.9	5.4	1%	0.027	-0.3	0.025	-0.79	-0.9	1156	0.07	1340	-1%	i	-1
Cc1cc(C)cc(C(=O)NCC(=O)OCc2c(C)noc2C)c1	0.4%	-2.3%	1.6	1.9	7.1	-2%	-0.7	0.044	-0.16	0.43	1.8	1088	-0.24	1484	2%	i	11
COc1ccc(Br)cc1S(=O)(=O)NCc1ccccc1	2.5%	-1.5%	4.9	2.9	4.9	-1%	-0.4	-0.18	-0.43	-0.0054	-1.9	977	-0.11	1342	-8%	i	6
COCCOC(=O)/C(=C/c1ccc(OC(=O)c2ccccc2)cc1)C(C)=O	0.6%	-0.9%	5.2	2.1	4.5	u	-1.7	-0.079	-0.92	0.35	1.4	553	0.3	1215	16%	i	2
CCN(CC(=O)NCc1cccs1)C(=O)c1cc(S(=O)(=O)N2CCOCC2)ccc1C	2.3%	-2.4%	3.8	2.4	3.4	8%	-0.34	-0.28	-0.24	0.41	2.7	984	0.12	1403	-6%	i	0
COc1cccc2cc(C(=O)N3CCN(c4ccccn4)CC3)c(=O)oc12	0.0%	-1.2%	2.1	1.1	3.6	1%	-0.59	0.23	0.3	-0.71	0.7	1031	x	x	3%	i	-5
COc1cc(C2C(C(=O)c3ccco3)=C(O)C(=O)N2Cc2cccnc2)cc(OC)c1OC (stereo unspecified)	2.0%	-1.4%	2.4	1.3	6.8	0%	-0.12	-0.24	-0.17	-0.22	-0.1	1383	-0.35	1483	10%	i	12
CCC(=O)N1CCC2(CC1)Oc1ccc(Cl)cc1C(=O)C21CC(c2ccccc2)=NO1 (stereo unspecified)	0.8%	x	x	x	x	4%	-0.72	-0.78	-0.28	0.51	0.2	1156	-1.1	1048	7%	x	x
O=[N+]([O-])c1ccc(C=Nc2ccc(Cl)c([N+](=O)[O-])c2)s1	-3.2%	3.4%	3.4	2.7	3.0	2%	-5.6*	1.1*	-2.2*	0.62*	0.7	1510	-0.82	1147	5%	i	20
Cc1cc(C)n2nc(Nc3ccccc3)cc2n1	0.6%	-1.4%	4.2	3.7	5.5	13%	-0.94	0.48	-0.14	0.26	-3.4	1207	x	x	-3%	i	11
COc1ccc(Cc2nnc(SCC(=O)N3CCCC(C)C3)o2)cc1 (stereo unspecified)	0.1%	4.5%	5.1	3.2	7.5	-1%	1.5	-0.067	1.2	-0.98	0.9	1387	0.71	1302	5%	i	-29
CC(=O)N1CCN=C1SCc1cccc(C(F)(F)F)c1	4.9%	-0.4%	3.4	1.8	3.2	1%	2.3	-0.12	1.4	-1.8	x	x	-1.8	651	1%	i	0
COc1ccc(-c2cc(C(F)F)n3ncc(C(=O)Nc4cc(C)on4)c3n2)cc1	0.1%	0.0%	2.4	2.8	7.7	0%	-0.56	-0.22	-0.33	0.91	-3.2	1002	0.17	1575	-26%	i	-3
O=C1Oc2ccccc2C(=O)/C1=C/N1CCN(c2ccccc2F)CC1	0.3%	-0.3%	2.1	2.7	7.7	1%	0.57	-0.37	-0.32	-0.44	-1.6	992	-0.09	1245	9%	i	-3
O=C(CN(Cc1ccco1)C(=O)Cn1nnc(-c2cccs2)n1)NCc1ccccc1	-0.4%[50 µM]	-1.8%	5.9	4.6	10	6%	-1.4	-0.25	-0.39	0.48	-0.3	924	0.35	1184	9%	i	-4
COc1cccc(CN2C(=O)CCC2(C)C(=O)NC2CCCC2)c1 (stereo unspecified)	1.6%	-1.0%	1.0	1.1	3.8	4%	2.1	-0.013	0.95	-1.3	x	x	0.3	889	4%	i	4
C/C(=N\NC(=O)COc1c(C)cccc1C)c1cccs1	0.6%	0.0%	1.9	2.2	5.7	0%	-0.01	-0.25	-0.13	-0.024	0.5	1596	x	x	7%	i	9
N#CC(c1ccccc1)c1cccc(Cl)n1 (stereo unspecified)	x	0.4%	3.5	0.7	18	-7%	-0.29	-0.22	0.43	0.73	-3.1	1140	0.09	1406	-4%	i	16
O=C(NCCN1CCOCC1)c1cccc(S(=O)(=O)N2CCCCCC2)c1	0.5%	-0.9%	2.5	1.5	6.2	2%	-0.85	-0.21	-0.2	1	x	x	0.09	1259	6%	i	-2
CC(=O)N=c1cccc(NC(C)=O)n1O	1.6%	-0.4%	4.8	4.7	4.4	17%	-0.013	-0.31	0.021	0.66	-1.1	1142	0.21	1809	17%	i	0
Cc1ccc(CNC(=O)C2CC(c3cccc(F)c3)=NO2)cc1 (stereo unspecified)	1.6%	x	x	x	x	-4%	-0.13	-0.73	0.039	-0.13	2.3	1102	-0.21	636	-4%	x	x
C=CCN1C(=O)C2C(C(=O)NC3CCCCC3)C3C=CC2(O3)C1C(=O)NC1CCCC1 (stereo unspecified)	0.6%	-0.6%	1.4	1.1	5.5	0%	0.22	-0.2	-0.1	-0.03	-4.9	994	1.1	1261	2%	i	-4
CCOCCCN(Cc1cc2cc(C)cc(C)c2[nH]c1=O)C(=O)N(CC)CC	-0.3%	0.3%	2.3	2.4	1.3	4%	-0.1	-0.17	0.16	-0.82	1.0	1001	-0.9	1757	-3%	i	-1
O=C(CC1(O)C(=O)N(Cc2ccc3c(c2)OCO3)c2ccccc21)c1ccccc1 (stereo unspecified)	-0.5%	-1.6%	1.5	1.7	11	-8%	-0.25	-0.022	0.028	-0.48	1.4	1140	0.49	1350	5%	i	-2
Cc1cccc(-c2n[nH]c(=S)n2-c2ccccc2)c1[N+](=O)[O-]	u	-1.2%	3.2	1.9	3.6	-1%	-0.2	-0.26	0.052	0.93	-3.0	925	-0.24	1216	0%	i	3
CCSc1nc2sc3c(c2c(=O)[nH]1)CCCC3	0.6%	-0.3%	4.1	2.3	5.9	0%	0.77	-0.21	0.32	-0.19	-1.5	1206	-0.22	1349	8%	i	-2
CCCOc1ccccc1NC(=O)/C=C/C(N)=O	-0.7%	-6.8%	1.6	1.8	11	0%	0.2	-0.18	0.32	0.7	x	x	0.24	923	2%	i	1
c1ccc(NC2=Nc3ccccc3CC2)cc1	0.5%	-1.4%	1.0	1.1	7.4	1%	-0.046	-0.067	-0.27	-0.082	x	x	x	x	1%	i	5
Cn1cnnc1SCc1ccc(C(=O)NN)cc1	-0.5%	1.0%	3.4	2.1	0.6	1%	0.66	-0.36	0.75	0.2	2.1	1115	0.14	1347	5%	i	-5
